Bioassay records (PubChem BioAssay)
Granule exo inh = LAMP-1 surface exposure blockers, TALL-104 cells – cell-based, flow cytometry, MLPCN library, primary screen; TALL-104 LAMP-1 surface exposure; cells stimulated with thapsigargin and PMA; hit rate 0.66% among 360,000; inhibition, % at 10 µM;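 active = inhibition above about 55%, limit read from the data; inconclusive = no clear call, values can overlap the other calls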
ABHD5 PLIN5 PPI = ABHD5-PLIN5 interaction inhibitors, primary screen, cell lysate, split luciferase complementation, luminescence; Perilipin-5 (Homo sapiens) + 1-acylglycerol-3-phosphate O-acyltransferase ABHD5 (Homo …; Split G. princeps luciferase complementation, 4 h; inhibition, % at 4 µM; hit rate 0.78% among 360,000; AID 602281, 2012;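 active = inhibition above the mean inhibition across every tested compound plus 3 SD, cut at about 22% in these data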;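 note: 0% = DMSO only wells and the 100% control is not disclosed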
Glyco luc inh = increase of ERlucT glycosylation luciferase signal, primary screen, N-linked glycosylation inhibitor project, D54 ERlucT cells, luminescence, set 2 | AID 588692, 2011 | D54 ERlucT glycosylation luciferase reporter, 24 h; percent of 100 nM tunicamycin response | reporter increase, % at 12.5 µM | hit rate 0.23% among 360,000;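 active = mean luciferase reporter signal, scaled so untreated is 0 and the glycosylation-blocking control 100, at or above a set limit in every replicate; inconclusive = mean reaches the limit but not every replicate does; inactive = mean below the limit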;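 note: luciferase carries N-glycosylation sites so blocking glycosylation raises the light; 0% = median of neutral control wells and 100% = median of 100 nM tunicamycin wells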
MC4R barr agon = MC4R agonists recruiting beta-arrestin, primary screen, cell-based, luminescence, agonist arm of biased-ligand search; activation, % at 8.9 µM; Melanocortin receptor 4 (Homo sapiens), P32245; U2OS MC4R beta-arrestin complementation; percent of melanotan II response, DMSO zero; AID 540308, 2011; hit rate 0.98% among 360,000;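 active = activation above a per-plate cutoff, the mean activation of sample wells on that plate plus 3 SD, cut at about 8% in these data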
Target sequence (P32245 whole entry, looked up): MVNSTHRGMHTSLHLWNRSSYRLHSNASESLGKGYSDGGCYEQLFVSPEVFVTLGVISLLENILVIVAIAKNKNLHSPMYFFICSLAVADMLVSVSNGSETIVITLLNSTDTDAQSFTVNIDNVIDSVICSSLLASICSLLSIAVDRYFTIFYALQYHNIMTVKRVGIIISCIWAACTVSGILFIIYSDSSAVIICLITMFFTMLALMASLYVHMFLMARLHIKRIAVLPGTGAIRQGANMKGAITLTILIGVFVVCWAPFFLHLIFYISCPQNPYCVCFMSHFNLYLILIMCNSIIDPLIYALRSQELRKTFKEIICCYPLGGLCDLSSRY
MC4R antagonist = MC4R antagonists of cAMP signaling, primary screen, cell-based, TR-FRET, antagonist arm of biased-ligand search; hit rate 0.48% among 360,000; MC4R-expressing cells, MTII-stimulated cAMP, LANCE TR-FRET; inhibition, % at 6.5 µM; AID 540295, 2011; Melanocortin receptor 4 (Homo sapiens), P32245;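 active = inhibition above its plate's cutoff, the mean of tested wells on that plate plus 3 SD, cut at about 29% in these data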;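 note: 0% = Melanotan II alone and 100% = Melanotan II plus saturating MCL0020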
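Test system: U2OS cells stably expressing human melanocortin 4 receptor (MC4R); also added: Melanotan II challenge; compound: 6.5 µM single dose; timing: 30-min compound preincubation, 1-h Melanotan II challenge, 1-h detection, room temperature; signal: Eu-cAMP/anti-cAMP TR-FRET, emission 671 nm; repeats: one well per compound, no replicates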
aDG glyco up = activators of alpha-DG glycosylation, primary screen, uHTS, Pro5-aDG cells, AlphaScreen. alpha-DG glycosylation AlphaScreen (IIH6); 0% Pro5, 100% B10-LARGE cell signal. activation, % at 10 µM. hit rate 0.22% among 360,000;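 active = activation of at least 8% versus controls, or a plate z-score of at least 8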;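 note: Pro5 are CHO cells carrying HIG-tagged alpha-DG that lacks glycosylation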
iPSC survival up = enhancers of single-cell hiPSC survival, primary screen, ATPlite luminescence. 100% = ROCK inhibitor wells, 0% = DMSO. survival enhancement, % at 20 µM. hit rate 0.044% among 360,000; in the data active = survival enhancement above about 18%;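 note: cells exposed to compounds for 16 hours before the ATP read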
ABCB6 inh 2 = ABCB6 transporter inhibitors, primary screen, K562-ABCB6 cells, flow cytometry, MLPCN library. AID 602162, 2011. fluorescence ratio to DMSO, % at 10 µM. hit rate 0.19% among 360,000. ATP-binding cassette sub-family B member 6 (Homo sapiens), Q9NP58. K562-ABCB6 porphyrin accumulation, 1 h; hits give low values;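 active = fluorescence ratio to DMSO below 75%, the collection mean minus 3 SD; inconclusive = too few cells collected in the well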;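 note: signal is porphyrin accumulated inside mitochondria; 100% equals median channel fluorescence of DMSO control wells; lower ratio means ABCB6 inhibition with less porphyrin fluorescence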
H9c2 protect = cardioprotection against H2O2-induced cell death, primary screen, uHTS, H9c2 cells, ATPLite luminescence; protection from H2O2 cell death, % at 20 µM; hit rate 0.63% among 360,000; H9c2 cardiomyocytes, H2O2 injury protection, 2 h;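 active = compounds giving at least 50% protection of heart cells from peroxide-induced death in the single-dose screen, raw or plate-pattern-corrected value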;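 note: 0% = DMSO wells with peroxide and 100% = DMSO wells without peroxide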
HTR2A ag = mouse Htr2a agonists via beta-arrestin recruitment, primary screen, cell-based, luminescence; CHO-K1 mHTR2A beta-arrestin complementation; percent of 30 µM serotonin response; hit rate 0.66% among 360,000; 5-hydroxytryptamine receptor 2A (Mus musculus), P35363; activation, % at 7.6 µM; AID 624169, 2012;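 active = activation above a run cutoff, the mean activation of all tested compounds plus 3 SD, cut at about 14% in these data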;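 note: 0% = plate median of compound wells and 100% = 30 µM serotonin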
Target sequence (P35363 whole entry, looked up): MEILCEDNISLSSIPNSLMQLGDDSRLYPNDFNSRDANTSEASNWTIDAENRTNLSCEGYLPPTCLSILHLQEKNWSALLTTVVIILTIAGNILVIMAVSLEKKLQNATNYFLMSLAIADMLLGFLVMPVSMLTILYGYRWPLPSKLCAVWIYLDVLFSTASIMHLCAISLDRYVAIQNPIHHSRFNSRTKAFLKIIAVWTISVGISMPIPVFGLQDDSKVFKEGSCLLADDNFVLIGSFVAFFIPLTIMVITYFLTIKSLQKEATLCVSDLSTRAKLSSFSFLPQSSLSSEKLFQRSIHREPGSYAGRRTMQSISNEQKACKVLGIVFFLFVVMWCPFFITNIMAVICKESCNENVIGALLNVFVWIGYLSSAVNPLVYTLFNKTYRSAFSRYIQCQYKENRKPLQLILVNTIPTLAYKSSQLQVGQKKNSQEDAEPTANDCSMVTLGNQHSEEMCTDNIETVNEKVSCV
* marks the source's active call; other numbers are inactive results; ? = inconclusive; . = no result given.

SMILES	Granule exo inh	ABHD5 PLIN5 PPI	Glyco luc inh	MC4R barr agon	MC4R antagonist	aDG glyco up	iPSC survival up	ABCB6 inh 2	H9c2 protect	HTR2A ag
Cc1cc2c(c(=O)n1Cc1ccccn1)C(c1ccc3c(c1)OCO3)C(C#N)=C(N)O2 (stereo not drawn)	1	-2	1	1.6	12	-0.2	3.0	104	13	2
O=C(c1ccco1)N1CCN(C(=S)Nc2ccccc2C(F)(F)F)CC1	15	-2	-1	-1.1	-1	0.0	-0.1	103	1	3
OCCN1CCN(c2nc(-c3ccccc3O)nc3ccccc23)CC1	?	6	11	-1.8	-2	0.3	0.2	94	34	-5
O=C(O)CCN=CC1=C(O)CC(c2ccccc2)CC1=O (stereo not drawn)	-5	-5	1	-1.5	2	-0.1	0.1	96	5	11
CN1CC(c2ccccc2)C2(COc3ccccc3C2=O)C12C(=O)Nc1ccccc12 (stereo not drawn)	5	-1	-3	5.2	6	-0.3	-1.9	102	-3	1
Nc1ccc2nc(CCCCCCCCc3nc4ccc(N)cc4[nH]3)[nH]c2c1	5	-1	5	-0.3	-7	-0.2	0.7	106	11	0
CCc1nn2c(NCCOC)cc(C)nc2c1-c1ccc(F)cc1	6	-7	18	-1.2	-1	0.5	0.6	97	-6	-7
O=C(NCc1ccco1)c1cc(S(=O)(=O)N2CCCc3ccccc32)ccc1Cl	2	0	5	-0.7	-3	2.2	-2.2	90	0	-3
CCOC(=O)C1(CCc2ccccc2)CCN(C2Cc3ccccc3C2)CC1	16	7	-4	1.3	-2	-0.2	-2.1	102	-5	-10
CCn1cc(C(=O)NCCc2ccccc2)c(=O)c2cc(F)c(N3CCN(C)CC3)cc21	2	14	-5	1.0	-2	1.0	-2.1	89	30	-3
CCCCC(=O)N(C)c1c(CC)nc2c(OCC(=O)N(C)C)cccn12	-1	-1	-1	5.2	-4	-0.2	-1.0	95	4	13
Cc1ccc(CNc2cccnc2)cc1	-4	21	-1	-2.0	3	0.1	-0.4	96	-4	4
O=C(O)c1ccc(Nc2nc3c(s2)CCCC3)cc1	20	-8	-21	-2.5	1	-0.4	-2.2	101	-7	2
CC(=O)Nc1cc(NC(=O)C2C3C=CC(C3)C2C(=O)O)ccc1Cl (stereo not drawn)	-1	-9	1	2.2	-8	0.1	6.3	110	-15	-1
O=C(NC1CCCCCCC1)c1c(O)c2ccccc2[nH]c1=O	-1	0	0	-0.6	5	-0.3	-2.3	98	-6	1
CC(C)CN1CCC(=O)N(CCO)CC1	-6	-2	1	-1.4	-3	-0.3	-0.7	96	6	2
CCN1C(=NCCCOC(C)C)N[C@@H](c2ccccc2)[C@H](C(=O)OC)[C@H]1C	-1	-2	1	-0.7	1	0.0	-1.1	105	-3	2
COc1ccc(S(=O)(=O)Nc2ccc(N3CCOCC3)cc2)cc1[N+](=O)[O-]	4	2	2	-1.4	-9	0.0	-0.3	96	3	-1
CC1=NN(C(N)=S)C(=O)C1N=Nc1cccc(Cl)c1 (stereo not drawn)	3	-3	-3	-2.1	11	0.1	-0.7	95	5	-4
CCOC(=O)C1Cn2c(nc3c(c2=O)C(C)(C)Cc2ccccc2-3)S1 (stereo not drawn)	3	-5	-2	-2.2	2	0.5	-0.2	116	7	1
CC(C)c1nc(Cl)c(C#N)c2c1CCCC2	7	7	-9	1.2	1	-0.2	-0.1	100	-6	4
Cc1cccc(C)c1N1CCN(C(=O)Cn2cncn2)CC1	-2	7	4	0.5	9	-0.1	3.5	94	7	0
CCOc1ccc(C(C)=O)cc1COc1ccc(-c2nnco2)cc1	6	1	1	0.1	6	0.1	0.6	97	15	2
COCCNC(=O)C1CCCN(C(=O)c2ccc3ccccc3n2)CC1 (stereo not drawn)	-4	-4	1	-0.2	-3	-0.2	-2.1	98	6	-5
COCCn1c(SCC(=O)N2CCCC2)nc2c([nH]c3ccccc32)c1=O	14	4	2	-0.1	-2	-0.1	-0.2	98	5	2
CNc1cc(-n2nc(C)cc2-c2ccccc2)ncn1	-1	-5	0	-0.4	0	-0.1	0.1	96	-4	-7
COc1ccc(C)cc1Nc1n[n+](-c2ccccc2)c(-c2cccc(Cl)c2Cl)s1	94*	-7	13	-1.0	-1	0.1	0.8	99	-14	-5
O=C(Nc1ccccc1)O/N=C/c1ccc(F)cc1	-3	-5	-5	-1.0	17	0.3	0.2	99	-16	-5
O=C(NC1CCCCC1)C(c1cccs1)N(C(=O)Cc1c[nH]c2ccccc12)c1ccc(F)cc1 (stereo not drawn)	10	-3	1	1.1	9	-0.2	5.7	99	-3	-4
Cc1ccccc1C(=O)NC(=S)NCCc1ccccc1	-3	-3	-1	-0.9	13	0.1	-1.1	99	-11	-4
Cc1ccc(-c2cc(C(=O)Nc3cnn(C(C)C)c3)no2)cc1	0	7	-3	-2.2	1	0.1	-4.0	96	-18	-8
COc1ccc(CNS(=O)(=O)c2ccc(F)cc2Br)cc1	-1	0	1	0.1	-5	0.2	0.2	100	2	-4
COc1ccc(S(=O)(=O)N2CCCC2CNC(=O)C(=O)NCc2ccccc2Cl)cc1 (stereo not drawn)	-2	-9	-2	-2.7	11	0.2	-0.4	96	-7	-8
CCOc1cc2[nH]c(=S)n(Cc3ccc(C(=O)NCC(OC)OC)cc3)c(=O)c2cc1OCC	0	-4	3	-2.1	10	0.2	0.7	95	4	3
O=C(Nc1cc(Cl)cc(Cl)c1)C1CCCC1	1	-5	0	0.1	0	0.0	-0.6	99	-4	-3
COc1ccc(-n2ncc3c2CC(C)(C)CC3NC(=O)CN2CCOC2=O)cc1 (stereo not drawn)	4	2	0	-2.7	-1	0.4	0.3	94	3	3
FC(F)(F)c1nc(SCc2ccccc2)n[nH]1	0	0	0	-1.5	4	0.1	1.5	99	5	12
COCCn1c(C)cc(C(=O)COC(=O)CNC(=O)c2ccccc2)c1C	-2	8	-2	0.3	2	0.4	-1.5	103	10	1
CN(Cc1cccnc1)Cc1cn(Cc2ccccc2)nc1-c1ccc2c(c1)OCO2	-3	-4	-2	-1.7	-4	0.2	0.8	102	6	8
O=C(O)c1csc(-c2ccccc2)n1	-2	-3	1	-1.4	-5	2.3	-0.1	93	2	1
C(=C\c1nnc(-c2cccs2)o1)/c1ccccc1	5	2	-6	0.5	2	-0.1	1.4	102	-9	0
O=C(C[C@H]1CC[C@H]2[C@@H](COC[C@@H](O)CN2S(=O)(=O)c2ccccc2)O1)N[C@@H]1CCN(Cc2ccccc2)C1	-1	1	.	.	.	0.1	.	.	.	-10
CN(C)c1ccc(P(=O)(OC2CCCCC2)C(Nc2ccccc2)c2cccnc2)cc1 (stereo not drawn)	-3	-2	2	5.4	6	0.0	-0.7	100	7	-2
CSc1ccc(S(=O)(=O)N2CCC(C(=O)Nc3ccc(C(N)=O)cc3)CC2)cc1	-4	0	-1	1.7	7	-0.1	-0.3	95	-3	1
CN(C)c1cccc(CNC(=O)c2csc([C@@H]3O[C@H](CO)[C@@H](O)[C@H]3O)n2)c1	-1	-2	2	-1.6	-5	0.1	-1.8	97	0	2
CCCOc1ccc(C(C)=O)cc1CSc1nc(O)cc(=O)[nH]1	0	6	0	-0.8	-3	0.0	1.2	107	7	1
COc1ccc(CNC(=O)c2coc(=O)c3ccccc23)c(OC)c1	0	-2	2	-1.7	3	0.0	0.4	104	1	0
CCOC(=O)c1c(C)[nH]c(C)c1C(=O)COC(=O)[C@@H]1CCCN1S(=O)(=O)c1ccc(Cl)cc1	6	5	3	1.1	27	0.0	-0.4	104	4	0
CSc1ccc(/C=N/NC(=O)c2ccc3nc[nH]c3c2)cc1	3	-6	0	-1.6	6	0.2	-1.3	98	-6	-3
COc1ccc2c(CC(=O)NCCN3C(=O)S/C(=C\c4cccnc4)C3=O)coc2c1	0	2	0	-0.1	9	-0.2	-0.4	99	17	3

Further structures
SMILES	Granule exo inh	ABHD5 PLIN5 PPI	Glyco luc inh	MC4R barr agon	MC4R antagonist	aDG glyco up	iPSC survival up	ABCB6 inh 2	H9c2 protect	HTR2A ag
O=c1c2cn(Cc3ccccc3)c3ccccc3c-2nn1Cc1ccc(F)cc1Cl	-2	-4	1	1.2	1	0.0	-0.3	96	1	2
CCOc1ccc(C(=O)CN2CCN(S(=O)(=O)c3ccc(F)cc3)CC2)cc1	2	1	2	1.2	1	-0.2	-0.6	105	3	-3
CC1CCc2nc3ccccc3c(C(=O)OCC(=O)N3CCc4ccccc43)c2C1 (stereo not drawn)	2	0	3	-2.0	18	-0.3	-0.7	100	29	-1
Cc1nn(-c2ccccc2)c(Cl)c1C(=O)OC(C)C(=O)NC(=O)NC1CCCCC1 (stereo not drawn)	-5	-7	-1	4.2	-3	-0.1	-3.0	91	0	-2
Cc1ccc(-c2nc(CS(=O)CC(=O)NCc3ccc(Cl)cc3)c(C)o2)cc1 (stereo not drawn)	-1	0	2	0.3	10	0.1	0.7	95	-14	0
O=C(Nc1ccc(C(=O)N2CCCC2)cc1)C1CC1	-3	0	3	1.1	22	-0.1	-0.6	101	6	-3
CC(NC(=O)C1CCCN(S(=O)(=O)c2ccc(-n3cnnn3)cc2)C1)c1ccc(F)cc1 (stereo not drawn)	-12	-1	-3	-1.2	11	0.1	0.8	100	-5	2
CCOc1ccc(C(=O)Oc2cc(C)[nH]c(=O)c2[N+](=O)[O-])cc1OCC	-8	-11	2	-1.3	10	-0.1	-0.3	104	3	-3
CC(C)C[C@@H]1COc2cccc(N3CCC[C@H]3CO)c2S(=O)(=O)N1	-4	-1	.	.	.	-0.1	0.6	92	.	7
O=C(CN1CCN(Cc2ccc3c(c2)OCO3)CC1)NCC(F)(F)F	-7	5	1	-1.2	7	0.0	0.6	91	-4	-5
CS(=O)(=O)N(CC(=O)Nc1ccc(Cl)c(Cl)c1)C1CCCCC1	1	-10	-3	3.0	2	0.1	0.4	102	-12	-3
CSc1ccc(/C=C(\C#N)C(=O)NC2CCCCC2)cc1	2	5	5	2.7	-1	0.5	-2.7	92	1	0
CCOP(=O)(OCC)c1nc(-c2ccc(F)cc2)oc1NCc1ccccc1	-1	0	-4	0.1	7	-0.1	-0.8	110	11	3

Random draw from the library; overall some 4.5% were active at least once.
